TRHR enhancer = allosterically enhances the human TRH receptor. P34981. hit rate 0.66% among 360,000. TRHR cells, fluo-8 calcium fluorescence, EC20 TRH enhancement. enhancement, % at 2 µM; in the data active = enhancement above about 30%; note: 0% is about no effect
Target sequence (P34981 whole entry, looked up): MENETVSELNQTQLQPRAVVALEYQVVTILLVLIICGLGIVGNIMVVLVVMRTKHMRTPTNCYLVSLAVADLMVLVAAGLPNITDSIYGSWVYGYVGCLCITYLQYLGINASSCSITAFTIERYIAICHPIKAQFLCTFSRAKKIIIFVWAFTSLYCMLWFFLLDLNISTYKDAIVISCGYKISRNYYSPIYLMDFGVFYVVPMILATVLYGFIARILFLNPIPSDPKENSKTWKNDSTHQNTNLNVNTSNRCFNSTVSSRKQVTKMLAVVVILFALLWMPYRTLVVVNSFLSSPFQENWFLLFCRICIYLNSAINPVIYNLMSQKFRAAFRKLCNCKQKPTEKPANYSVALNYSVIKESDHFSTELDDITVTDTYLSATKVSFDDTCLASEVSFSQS
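TRHR-expressing cells loaded with fluo-8 calcium dye were read kinetically (ex 480/em 530) during compound addition, then stimulated with an EC20 of TRH (10 nM final). Enhancement of the Gq-mediated intracellular calcium response was scored.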
TrxR1 substrate = rat thioredoxin reductase 1 substrate activity; AID 588456; Potency, µM (highest dose often 114 µM), for the others: at the highest dose activity change, negative = substrate turnover; hit rate 0.01% among 390,000; purified TrxR1 substrate turnover, NADPH consumption readout; note: potency is the fitted concentration of half-maximal effect; % is set by controls: 0 for no effect and ±100 for the full control effect; nearly all actives have a fitted effect of over 50% in size
Target sequence (O89049 whole entry, looked up): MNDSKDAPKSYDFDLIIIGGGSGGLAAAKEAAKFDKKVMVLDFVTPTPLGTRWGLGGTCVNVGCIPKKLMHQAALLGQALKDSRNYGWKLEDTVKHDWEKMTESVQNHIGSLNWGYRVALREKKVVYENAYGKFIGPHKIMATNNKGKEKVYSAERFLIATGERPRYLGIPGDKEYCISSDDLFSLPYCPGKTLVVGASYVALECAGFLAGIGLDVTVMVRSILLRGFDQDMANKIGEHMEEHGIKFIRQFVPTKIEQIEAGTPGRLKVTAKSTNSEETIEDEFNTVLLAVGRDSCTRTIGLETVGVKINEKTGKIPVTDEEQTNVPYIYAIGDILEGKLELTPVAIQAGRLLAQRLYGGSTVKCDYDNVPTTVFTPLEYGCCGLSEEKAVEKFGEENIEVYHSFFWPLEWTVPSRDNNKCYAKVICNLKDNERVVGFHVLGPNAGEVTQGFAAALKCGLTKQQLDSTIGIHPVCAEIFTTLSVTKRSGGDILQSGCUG
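Rat TrxR1, dispensed at 90 nM, was prereduced with 400 uM NADPH (final) for 5 min at ~22 deg C, then incubated with compound 15 min before 400 uM selenite. A first-read NADPH fluorescence drop versus no-compound background flagged substrates.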
PI4K2A block = inhibitors of human PI4K2A | hit rate 0.13% among 420,000 | Q9BTU6 | purified PI4K2A, ADP-Glo luminescence, 1 h; active compounds read low | activity change, negative = inhibition, % at 76.9 µM | AID 1346378; in the data active = activity change below about -50%; inconclusive = mostly about -30% to -49%;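 note: -100% = wells without enzyme as full effect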
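PI4K2A activity was measured by ADP-Glo luminescence: enzyme (4 ug/mL stock) and phosphatidylinositol (1.2 mM stock) in Tris pH 7.5/MgCl2/EGTA/Triton X-100 buffer were reacted with ATP (300 microM stock) for one hour at ambient temperature.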
rTrxR1 inhibitor = rat TrxR1 inhibition | O89049 | recombinant rTrxR1, NADPH fluorescence consumption, selenite substrate | Potency, µM (series often up to 114 µM), for inactives: top-dose activity change, negative = inhibition, actives largely listed as inhibitors | hit rate 1% among 390,000 | AID 588453; note: potency is the fitted concentration of half-maximal effect; % is set by controls: 0 for no effect and ±100 for the full control effect; nearly all actives have a fitted effect of over 65% in size
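Rat TrxR1 (90 nM in the dispensed reagent) was pre-reduced with 400 uM NADPH for 5 min at room temperature, then incubated with compound for 15 min. After 400 uM selenite was added, NADPH fluorescence (Ex 340/Em 450 nm) was followed for 8 min.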
D2 ag = agonists of human D2 dopamine receptor; hit rate 0.53% among 340,000; P14416; HEK293 T-REx D2 cells, calcium flux agonist mode; activation, % at 2 µM; AID 485358;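 active = activation over 3 SD above normal in the single-dose calcium agonist read, cut at about 30% in these data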; note: 0% is about no effect
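Tetracycline-induced HEK293 Trex cells with D2 receptor force-coupled to calcium signaling, plated overnight at 30 C and loaded with no-wash calcium dye. Calcium flux read kinetically for 180 s after compound addition; responses flag agonists.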
D2 antagonist = D2 dopamine receptor (human) antagonism; hit rate 2% among 340,000; HEK293 TREx D2 cells, calcium flux, dopamine EC80; inhibition, % at 10 µM; P14416; AID 485344; in the data active = inhibition above about 30%; note: 0% is about no effect
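Tetracycline-induced HEK293 T-REx cells expressing D2 force-coupled to calcium signalling were dye-loaded, exposed to compound for 180 s, then challenged with an EC80 of dopamine; calcium flux was followed kinetically for a further 180 s.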
USP1 inh = USP1/UAF1 (human) deubiquitinase inhibition | O94782 | recombinant USP1/UAF1, Ub-Rhodamine cleavage fluorescence | Potency, µM (series often up to 57.1 µM), inactives show top-dose activity change, negative = inhibition, actives largely listed as inhibitors | hit rate 0.23% among 390,000 | AID 743255; note: potency is the fitted concentration of half-maximal effect; % is set by controls: 0 for no effect and ±100 for the full control effect; nearly all actives have a fitted effect of over 60% in size; inactives centre near -12
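USP1/UAF1 complex (1 nM) preincubated 15 min at room temperature with compound, then Ub-Rho substrate (150 nM final) added. Kinetic fluorescence at 480/540 nm over 6 reads at 60 s intervals; 50 mM HEPES pH 7.8, 0.5 mM EDTA, 0.1 mg/ml BSA, 1 mM TCEP, 0.01% Tween-20.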
TRHR agonist = activates the human TRH receptor; activation, % at 2 µM; AID 493084; TRHR cells, calcium flux fluo-8, FDSS agonist mode; hit rate 0.18% among 360,000; in the data active = activation above about 30%; note: 0% is about no effect
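TRHR-expressing cells loaded with fluo-8 calcium dye; 23 nL library compound pin-transferred, kinetic FDSS fluorescence (Ex 480/Em 530) recorded about 180 s for agonist-induced calcium release, before a 10 nM TRH EC20 addition for potentiator mode.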
IDH1 R132H inh = blocks human mutant IDH1 R132H enzyme; Potency, µM (series often up to 76.6 µM), inactives show at the top dose activity change, negative = inhibition, hits mostly inhibitors; AID 602179; hit rate 0.093% among 390,000; IDH1-R132H enzyme, NADPH consumption, diaphorase/resazurin fluorescence; O75874; note: potency is the fitted concentration of half-maximal effect; % is set by controls: 0 for no effect and ±100 for the full control effect; nearly all actives have a fitted effect of over 65% in size
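IDH1-R132H (0.5 ug/mL) preincubated 30 min with compound, then NADPH (0.016 mM) and alpha-KG (2 mM) added; 80 min at RT, pH 7.5. Remaining NADPH coupled via diaphorase/resazurin to fluorescence (540/590 nm); concentration-response curves normalized to no-enzyme control.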
Starred values were filed as active, the others as inactive; u = inconclusive; x = no result given; [ ] = remark or other dose. Unless noted, calls come from the whole dose curve; as a rule, active = well fitted inhibition curve with a large enough effect; inconclusive = small, poorly fitted or top-dose-only effect; inactive = no such curve, though single readings can be large or run the other way. Hits appear at their usual frequency; any-hit rate near 3.9%.

SMILES	TRHR enhancer	TrxR1 substrate	PI4K2A block	rTrxR1 inhibitor	D2 ag	D2 antagonist	USP1 inh	TRHR agonist	IDH1 R132H inh
Clc1ccc(OCCn2ccnc2)cc1Cl	-3.4	-1.4%	4.2	17.4%	0.5	-1.7	-9.1%	0.2	14.0%
COc1cc(NC(=O)c2ccc3snnc3c2)cc(OC)c1	-4.8	-7.9%	1.0	-10.9%	-0.9	10.1	-6.7%	-0.3	3.3%
Cc1cc(F)ccc1NC(=O)CCS(=O)(=O)c1cccc2nsnc12	-4.5	-1.0%	2.5	-24.9%	-0.2	x	-20.5%	-0.4	-3.5%
O=C(O)C1C2CCC(O2)C1C(=O)Nc1ccc(Cl)cc1F (stereo unspecified)	-6.7	-4.1%	-0.6	9.3%	-0.9	4.1	-12.6%	-0.1	9.4%
COC(=O)c1ccc(Cl)cc1NC(=O)NCCc1c(C)nn(C)c1C	1.0	2.8%[57.1 µM]	5.4	10.5%[57.1 µM]	1.1	x	-20.9%	0.4	-15.8%
CC(C(=O)NCc1cccnc1)c1ccc([N+](=O)[O-])cc1 (stereo unspecified)	-2.6	5.6%	0.1	19.4%[57.1 µM]	0.1	-4.8	-26.2%	0.0	7.0%
OCC[C@H]1C[C@H](O)[C@@H](O)[C@@]2(Cc3ccccc3CO2)O1	-1.0	8.1%[57.1 µM]	-2.4	22.6%[57.1 µM]	0.2	-5.6	-11.3%	0.2	-5.8%
Cc1ccc(-c2cc(-c3ccccc3)c(C#N)c(Br)n2)cc1	-7.5	7.4%	1.0	0.7%	-1.5	2.7	-15.4%	-0.8	0.2%
CCCCNC(=O)CCn1c(=O)c2ccccc2n(Cc2ccccc2C#N)c1=O	3.9	5.9%	0.4	12.3%	-0.9	x	-14.1%	-1.0	3.2%
COc1cc(/C=C(\C#N)C(=O)Nc2ccc(SC(F)F)cc2)cc(OC)c1OC	1.2	6.5%	0.6	8.0%	-0.5	7.8	-18.1%	-0.4	-3.7%
COc1ccc(S(=O)(=O)N2CC3C4C=CC(C4)C3C2)cc1 (stereo unspecified)	x	5.3%	1.8	6.3%	x	x	-5.5%	x	-2.5%
COc1cc(NC(=O)c2cc(Cl)c(OC)c(Cl)c2)ccc1NC(=O)c1cc2ccccc2o1	-5.7	3.5%	-3.3	14.2%	-0.3	x	-26.7%	0.8	6.8%
[O-][n+]1onc2c1CCc1c-2nn(-c2ccccc2Cl)[n+]1[O-]	-1.8	10.7%[57.1 µM]	-3.5	14.9%	x	x	-12.2%	0.7	4.5%
C[n+]1ccc(/C=C/c2cccs2)cc1	5.6	-12.5%	10.0	-25.5%	x	x	-13.4%	0.1	-2.8%
Cc1ccc(/C(O)=C2\C(=O)C(=O)N(C)C2c2ccc([N+](=O)[O-])cc2)cc1 (stereo unspecified)	-0.1	-16.3%	-3.3	-3.3%	1.2	-13.5	-16.3%	0.4	-7.8%
O=C(Nc1ccc(Nc2ccccc2)cc1)c1ccc(Cl)c([N+](=O)[O-])c1	5.5	-7.9%	0.8	-25.0%	0.3	-9.8	-2.6%	0.5	-2.3%
Nn1c(Cc2cccc3ccccc23)n[nH]c1=S	7.3	-4.8%	-3.5	-3.2%	-0.3	-7.7	-5.2%	-0.2	5.7%
CCCCn1c(N)c(N(CC)C(=O)COc2ccc(C#N)cc2)c(=O)[nH]c1=O	x	3.6%	7.0	12.9%	x	x	-5.6%	x	6.2%
COc1cc(C(=S)N2CCOCC2)ccc1OC(=O)/C=C/c1ccco1	-2.5	-7.2%	2.6	-4.6%	0.0	-5.5	-2.1%	0.1	1.9%
O=C(NNC(=O)c1ccncc1)Nc1ccc(Cl)cc1	x	5.5%[57.1 µM]	7.4	4.6%[11.4 µM]	x	x	-8.5%	x	1.9%
CC1CCN(S(=O)(=O)c2ccc(C(=O)Nc3nnc(C4=COCCO4)o3)cc2)CC1	5.9	-7.3%	-3.7	9.1%	-1.8	11.4	-9.1%	-0.1	-4.7%
COc1ccc(OC)c(C2CC(=O)NC(SC)=C2C#N)c1 (stereo unspecified)	2.9	2.0%	0.1	3.7%	1.1	16.5	-27.2%	0.1	-3.8%
CCC(=O)Nc1nnc(-c2ccncc2)s1	-4.3	74.2%[activator]	5.3	15.8%	0.4	-5.8	-5.3%	0.2	1.1%
N#C/C(=N\Nc1ccccc1[N+](=O)[O-])C(=N)N1CCCCC1	-2.3	-16.5%	1.2	u	1.1	9.5	-17.9%	-0.2	0.0%
O=Cc1cn(-c2ccccc2)nc1-c1ccc(F)cc1	2.0	-0.5%	-2.0	26.5%	-0.7	6.0	-16.3%	-0.8	10.8%
CCOc1ccccc1NC(=O)COC(=O)/C=C/c1ccc(OC)c(OC)c1	3.4	53.5%	0.3	48.7%	2.7	-27.2	-5.7%	-0.1	-3.5%
CC(C)N1C(=O)CCC1C(=O)NCCc1ccc(Cl)cc1 (stereo unspecified)	-1.2	1.9%	5.0	14.4%	0.0	-0.7	-12.9%	0.4	0.5%
O=[N+]([O-])c1ccccc1N/N=C\c1ccccc1F	-1.3	9.8%[11.4 µM]	1.2	18.5%[11.4 µM]	-0.5	-3.5	u	0.4	3.7%
O=C(Nc1cc(F)ccc1F)C1CCCN(c2ncnc3c2nc2n3CCCCC2)C1 (stereo unspecified)	-7.5	-2.0%	-0.5	6.3%	-0.1	-0.6	-8.9%	-0.8	1.2%
COc1ccc(C2=NN(c3ccccc3)C(c3cccs3)C2)cc1 (stereo unspecified)	15.4	155.6%[activator][57.1 µM]	4.1	-18.2%[57.1 µM]	1.1	-7.1	-10.5%	-1.7	11.9%

Random excerpt: 3 compounds from above.
SMILES	TRHR enhancer	TrxR1 substrate	PI4K2A block	rTrxR1 inhibitor	D2 ag	D2 antagonist	USP1 inh	TRHR agonist	IDH1 R132H inh
N#C/C(=N\Nc1ccccc1[N+](=O)[O-])C(=N)N1CCCCC1	-2.3	-16.5%	1.2	u	1.1	9.5	-17.9%	-0.2	0.0%
CC1CCN(S(=O)(=O)c2ccc(C(=O)Nc3nnc(C4=COCCO4)o3)cc2)CC1	5.9	-7.3%	-3.7	9.1%	-1.8	11.4	-9.1%	-0.1	-4.7%
COc1ccc(C2=NN(c3ccccc3)C(c3cccs3)C2)cc1 (stereo unspecified)	15.4	155.6%[activator][57.1 µM]	4.1	-18.2%[57.1 µM]	1.1	-7.1	-10.5%	-1.7	11.9%

Other compounds
SMILES	TRHR enhancer	TrxR1 substrate	PI4K2A block	rTrxR1 inhibitor	D2 ag	D2 antagonist	USP1 inh	TRHR agonist	IDH1 R132H inh
COc1nc(Nc2ccc(C(C)C)cc2)nc(OC)n1	-3.5	-5.0%[57.1 µM]	8.6	13.1%	0.1	x	-3.2%	-0.5	7.6%
COc1ccccc1NC(=S)N(Cc1ccco1)Cc1cc2cccc(C)c2[nH]c1=O	-5.3	-5.9%	1.1	-6.1%	-0.3	-5.5	-7.0%	0.4	-0.7%
CCOc1ccccc1-c1nnc(SCc2ccc(Cl)cc2)o1	3.7	2.1%	9.2	18.9%	-1.5	x	-31.0%	-1.6	17.2%
CS(=O)(=O)c1ccc2nc(NC(=O)CN3CCCCCC3)sc2c1	5.8	2.3%	-0.1	0.7%	0.6	-16.3	-25.6%	0.5	10.6%
CCN(Cc1nc2ccccc2c(=O)[nH]1)Cc1nc2ccsc2c(=O)[nH]1	-2.4	-5.0%	4.1	-0.3%[57.1 µM]	2.0	-16.3	-5.1%	-0.2	7.2%
CC1CCN(C(=S)NC(=O)c2ccccc2Br)CC1	-0.7	-5.5%	5.9	-22.1%	1.5	6.8	-15.0%	0.1	5.1%
Cc1ccc2cc(CN(Cc3ccco3)C(=S)NCC3CCCO3)c(=O)[nH]c2c1 (stereo unspecified)	-2.4	8.7%[57.1 µM]	16.8	19.2%[57.1 µM]	x	x	-10.7%	1.3	15.9%
Cc1cccc(OCC(=O)Nc2nc3ccc([N+](=O)[O-])cc3s2)c1	-10.8	-6.6%	-0.5	23.5%	1.1	-21.9	-4.0%	1.5	-7.5%
CC(C)Cn1c(=O)c2ccccc2n2c(-c3ccc(Br)cc3)nnc12	-0.2	4.7%	-3.1	17.5%	-0.5	x	13.2%	-1.1	-20.7%
CCn1cc(C2C(C(=O)Nc3ccc(Br)cn3)=C(C)NC3=C2C(=O)CCC3)c(C)n1 (stereo unspecified)	0.6	121.9%	1.5	3.7%[57.1 µM]	3.1	1.7	-18.0%	0.3	6.2%
Cc1ccc(C)c(NS(=O)(=O)c2c(C)[nH]c(C)c2C(=O)N2CCCCC2)c1	-4.2	5.4%	-1.7	27.5%	0.7	-3.4	-23.5%	0.3	0.0%
CC(NC(=O)COC(=O)c1ccc2ccccc2n1)c1ccccc1 (stereo unspecified)	x	7.0%[57.1 µM]	1.0	15.6%[57.1 µM]	x	x	-6.6%	x	6.5%
Cc1cc(C)cc(NC(=O)CN2CCC(NC(=O)c3ccccc3F)CC2)c1	-2.3	-7.6%	5.0	-4.7%	-1.6	2.9	-13.4%	-0.6	13.5%
Cc1nn(Cc2ccccc2)c(Cl)c1C(=O)OCC(=O)NC(=O)NC12CC3CC(CC(C3)C1)C2	0.7	4.7%[57.1 µM]	6.4	11.0%[57.1 µM]	1.3	-0.4	-19.8%	0.6	2.0%
Cc1cc(C(=O)N2CCN(S(=O)(=O)c3ccccc3)CC2)c(C)o1	-2.6	-4.4%	-0.8	u	0.5	5.8	-13.4%	1.1	3.1%
Cc1cc2nc3n(c2cc1C)CC1CC(C(=O)NCC2CC2)N(C)C31 (stereo unspecified)	1.0	-4.7%	-1.2	2.4%	-1.0	-10.8	-17.6%	-1.2	4.4%

Compound activity: PubChem, National Center for Advancing Translational Sciences (NCATS)
